Screening data deposited in PubChem by several laboratories.
TDP2 absorb: blocks human TDP2 phosphodiesterase activity; O95551; recombinant TDP2, T5PNP hydrolysis, p-nitrophenol absorbance 415 nm; inhibition, % at 12.8 µM; hit rate 0.34% among 370,000;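 active = inhibition above the mean of all tested compounds plus 3 SD, set per campaign, cut at about 25% in these data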;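 note: 0% = DMSO with enzyme and 100% = buffer with substrate but no TDP2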
Target sequence (O95551 whole entry, looked up): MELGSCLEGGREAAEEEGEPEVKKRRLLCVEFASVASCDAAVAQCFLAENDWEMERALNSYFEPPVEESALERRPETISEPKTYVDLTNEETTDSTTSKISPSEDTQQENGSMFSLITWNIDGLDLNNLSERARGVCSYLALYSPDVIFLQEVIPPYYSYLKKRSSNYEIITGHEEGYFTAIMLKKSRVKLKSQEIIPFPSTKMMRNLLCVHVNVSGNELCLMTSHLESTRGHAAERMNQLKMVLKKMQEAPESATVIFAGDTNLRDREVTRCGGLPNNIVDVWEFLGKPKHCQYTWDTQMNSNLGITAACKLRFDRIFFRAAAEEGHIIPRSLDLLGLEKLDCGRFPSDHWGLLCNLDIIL
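Assay system: Recombinant human TDP2 | Quantity: 120 nM TDP2 per well | Incubation: 2 h at 37 °C | Signal: Epi absorbance | Evaluation: Percent inhibition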
MBD2 DNA inh: inhibitors of human MBD2 binding to methylated oligonucleotide; AID 686964; inhibition, % at 4.4 µM; hit rate 0.31% among 370,000; TR-FRET; Q9UBB5; in the data active = inhibition above about 13%
rCAG binder: r(CAG) repeat RNA binding; TO-PRO-1 dye displacement fluorescence; inhibition, % at 3 µM; hit rate 1.3% among 370,000;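 active = inhibition above the plate cutoff, the mean of all test compounds on that plate plus 3 SD, cut at about 35% in these data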;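 note: 0% = DMSO alone and 100% = 100 µM mitoxantrone as full dye displacement; higher means more dye released from RNA so lower well fluorescence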
ABHD4 inh: inhibits mouse alpha/beta hydrolase domain 4; AID 720543; hit rate 0.54% among 370,000; purified mABHD4, FP-Rh probe fluorescence polarization; inhibition, % at 8.92 µM;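 active = inhibition exceeding the mean over every tested compound plus 3 SD, cut at about 30% in these data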;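 note: 0% = plate median of compound wells and 100% = S159A mutant with DMSO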
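Test system: mABHD4 protein | Buffer or medium: HEPES pH 7.0 buffer, 150 mM NaCl, 0.01% Pluronic F-127 | Probe or stimulus: FP-Rh fluorescent activity-based probe, added after compound pre-incubation | Timing: Pre-incubation 45 min, probe exposure 60 min, at 25 °C | Technique: Fluorescence polarization, excitation 525 nm, emission 598 nm, BODIPY TMR filters | Repeats: Single well per compound (singlicate)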
TCR-CD3 inh: blocks the human TCR-CD3 interaction | TAMRA-labeled TCR probe fluorescence, biochemical | inhibition, % at 9.4 µM | hit rate 0.37% among 360,000; in the data active = inhibition above about 19%;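 note: recombinant mutant TCR 2C K166C tagged with TAMRA read by polarization; 0% = receptor in buffer alone and 100% = receptor with positive control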
LEDGF integ inh: blocks HIV-1 LEDGF/p75-dependent DNA integration | TR-FRET IN-LEDGF/p75 DNA integration, Eu/Cy5 | inhibition, % at 3.7 µM | hit rate 0.64% among 370,000 | AID 743269;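 active = inhibition above the screen-wide mean plus 3 SD, cut at about 13% in these data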;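 note: signal is the Cy5 over europium emission ratio at 671 and 618 nm; 0% = plate median of compound wells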
PRMT1 inh: PRMT1 (human) inhibition, primary screen | Q99873 | recombinant PRMT1, activity-based probe fluorescence polarization | inhibition, % at 2.79 µM | hit rate 1.3% among 370,000 | AID 652257;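 active = inhibition above about 21% made by adding two undisclosed values, limit read from the data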
Target sequence (Q99873 whole entry, looked up): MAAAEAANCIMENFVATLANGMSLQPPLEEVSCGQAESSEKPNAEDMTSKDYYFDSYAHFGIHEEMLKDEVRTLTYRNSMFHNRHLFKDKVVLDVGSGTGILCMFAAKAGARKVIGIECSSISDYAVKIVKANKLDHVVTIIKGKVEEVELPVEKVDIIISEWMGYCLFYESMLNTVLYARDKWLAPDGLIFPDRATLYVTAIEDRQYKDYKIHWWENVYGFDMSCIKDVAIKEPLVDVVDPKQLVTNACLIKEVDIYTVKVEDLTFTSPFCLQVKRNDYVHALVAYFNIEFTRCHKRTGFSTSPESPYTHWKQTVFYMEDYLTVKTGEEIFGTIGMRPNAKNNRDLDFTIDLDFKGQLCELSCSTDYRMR
SIAE inh: human SIAE inhibition, primary screen; Q9HAT2; SIAE FP-Rh probe binding, fluorescence polarization; hit rate 0.69% among 370,000; inhibition, % at 9.66 µM;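 active = inhibition above a cutoff: mean of compounds within the control limits plus 3 SD of those, cut at about 17% in these data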;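 note: 0% = plate median of compound wells and 100% = probe without SIAE protein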
HTRA1 inh: HTRA1 (human) protease inhibition | Q92743 | recombinant HTRA1, FP-rhodamine activity-based probe, fluorescence polarization | inhibition, % at 5.96 µM | hit rate 0.5% among 340,000; in the data active = inhibition above about 36%;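 note: 0% = enzyme with DMSO and 100% = wells lacking enzyme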
NPR2 activator: GC-B (human) receptor activation. HEK293-GC-B cells, CNP EC30, cGMP TR-FRET; 0% at EC30 CNP, 100% saturating CNP. activation, % at 10 µM. hit rate 0.11% among 370,000. AID 1920062;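 active = activation at 10 µM reaching about 35% in either raw or pattern-adjusted values, limit read from the data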
An asterisk follows results filed as active; · = not tested or not shown. Not all compounds are listed; count on the stated rates, not on these rows.

SMILES	TDP2 absorb	MBD2 DNA inh	rCAG binder	ABHD4 inh	TCR-CD3 inh	LEDGF integ inh	PRMT1 inh	SIAE inh	HTRA1 inh	NPR2 activator
O=C(NCc1ccco1)C1CCN(c2ccc(N3CCOCC3)nn2)CC1	7	1	4	9	1	-4	-2	6	2	5
CCCCN1C(=O)c2ccc(C(=O)OCC(=O)N3CCN(c4ccccc4)CC3)cc2C1=O	-2	3	-1	4	-7	-3	2	3	9	4
COc1ccc(Cn2c(-c3ccc(OC)cc3)n[nH]c2=S)cc1	-3	-5	0	-3	-2	1	-2	9	-9	0
COc1cccc(N2CCN(c3cnc4ccccc4n3)CC2)c1	4	2	-8	-6	7	0	-5	1	-4	0
COc1cc(Cl)cc(C#N)c1OCC(=O)O	11	4	-2	9	2	-3	1	3	-3	2
Cc1nc2c(C(=O)NCc3cccs3)cnn2c(C)c1Cc1ccc(F)cc1	6	-5	0	8	6	-2	7	0	·	18
O=C(NCCCn1ccnc1)/C(=C\c1cccs1)NC(=O)c1cccs1	-1	0	0	4	1	3	1	1	-11	0
Cc1ccc(N2C(=O)c3ccc(N)cc3C2=O)cc1	2	-4	0	14	4	-1	-1	-2	1	5
Cc1onc(-c2c(Cl)cccc2Cl)c1C(=O)N1CCc2ccccc2C1	-4	-2	-2	2	-2	1	1	1	-7	-4
O=C(NC1CCCC1)C1CCN(C(=O)c2ccc(-c3ccccc3)cc2)CC1	-5	1	-6	-4	-1	-5	1	-1	-5	-1
O=c1c2cnn(-c3ccccc3)c2nc(-c2ccco2)n1-c1ccccc1	2	6	4	-5	-7	3	4	-4	3	-9
Cc1cc(OCC(=O)N2CCc3ccccc3C2)c(C)cc1Br	-5	-3	-3	-8	-3	-1	1	-2	-24	-1
COc1ccc(C(=O)c2sc(NC(C)C)nc2N)cc1OC	3	-5	3	-1	2	2	-1	-3	10	0
CC1CCCN(C(=O)C2COc3ccccc3O2)C1 (centres undefined)	0	1	-4	3	2	-1	2	0	0	3
CCc1cc2cc(C(=O)Nc3ccc(C)cc3)sc2s1	-1	-4	5	-2	-3	0	-2	0	-3	-6
COc1ccc(C(=O)NC(=S)NNC(=O)c2c(-c3ccccc3)noc2C)cc1	-2	-1	11	2	0	0	-3	10	4	5
CCC(C)Sc1ccc([C@H]2N[C@@](C)(C(=O)OC)[C@H]3C(=O)N(CC)C(=O)[C@@H]23)cc1 (some centres undefined)	5	2	-8	5	-2	0	-1	3	-4	13
CCOC(=O)C1=C(C)NC(C)=C(C(=O)OCC)C1c1ccncc1	-14	-5	-1	-9	-10	1	-2	-3	10	-1
Brc1ccc2nc(-c3ccncc3)c(NC3CCCC3)n2c1	-6	4	-6	0	0	-9	4	19*	5	7
COC(=O)c1[nH]c2ccc(C)cc2c1NC(=O)NC1CCCCC1	2	3	-1	-2	1	-2	3	-6	0	2

Four entries already listed, sorted by number of heavy atoms, low to high:
SMILES	TDP2 absorb	MBD2 DNA inh	rCAG binder	ABHD4 inh	TCR-CD3 inh	LEDGF integ inh	PRMT1 inh	SIAE inh	HTRA1 inh	NPR2 activator
COc1ccc(Cn2c(-c3ccc(OC)cc3)n[nH]c2=S)cc1	-3	-5	0	-3	-2	1	-2	9	-9	0
COC(=O)c1[nH]c2ccc(C)cc2c1NC(=O)NC1CCCCC1	2	3	-1	-2	1	-2	3	-6	0	2
O=C(NCCCn1ccnc1)/C(=C\c1cccs1)NC(=O)c1cccs1	-1	0	0	4	1	3	1	1	-11	0
O=C(NCc1ccco1)C1CCN(c2ccc(N3CCOCC3)nn2)CC1	7	1	4	9	1	-4	-2	6	2	5

The results go on:
SMILES	TDP2 absorb	MBD2 DNA inh	rCAG binder	ABHD4 inh	TCR-CD3 inh	LEDGF integ inh	PRMT1 inh	SIAE inh	HTRA1 inh	NPR2 activator
Cc1ccc(SCC(=O)OCC(=O)N(C)CC(=O)Nc2ccccc2Cl)cc1	-15	-4	-2	6	2	-4	1	0	1	2
O=C(CN1CCCC1)N1c2ccccc2C=Cc2ccccc21	16	0	-5	3	-5	-4	1	2	2	-13
Clc1cccc(CN2CCN(Cc3nc(CCc4ccccc4)no3)CC2)c1	6	0	-8	-1	3	2	0	2	-3	-3
CN(Cc1ccccc1)C(=O)c1ccc(NC(=O)Cc2ccc(NC(=O)C3CCCN(C(=O)C4CCCCC4)C3)cc2)cc1 (centres undefined)	-15	0	9	-6	-6	4	0	-3	-9	-1
CCN(CC)S(=O)(=O)c1ccc(Cl)c(C(=O)NC(C)C(c2cccs2)N2CCCC2)c1 (centres undefined)	-18	-6	-3	-2	-3	2	3	5	-8	2
COC(=O)c1cc(NC(=O)c2nn(C)c(=O)c3ccccc23)cc(C(=O)OC)c1	0	2	-2	-1	7	4	-2	-3	-6	-4
CSc1nc2n(n1)C(c1cccc(F)c1)C(C(=O)Nc1ccc(C)cc1C)=C(C)N2 (centres undefined)	-7	1	-6	-10	-8	-1	0	2	9	3
O=C(COc1ccc(Br)cc1F)Nc1nnc(C2CC2)s1	10	0	1	-5	5	1	1	-5	-5	2
COc1ccc(OS(=O)(=O)c2ccc(N3C(=O)CCC3=O)cc2)cc1	10	1	4	3	3	-3	-4	5	19	4
COc1ccc(N=C2NC(=O)C(CO)(CO)S2)cc1	-3	-2	-6	5	-1	3	0	10	6	-2
O=C(N/N=C/c1cccnc1)c1cc(O)c(O)c(O)c1	15	1	4	22	32*	38*	14	1	45*	0
Clc1ccc(-c2ccn[nH]2)cc1	2	4	0	-8	2	2	-1	10	1	-1
C=CCNc1nc(C)nc(OC)n1	5	2	-3	1	-3	-1	2	-5	-1	2
O=C(O)CC(CC(=O)NCC(O)c1ccccc1)c1ccccc1 (centres undefined)	2	-5	0	7	5	0	-4	1	1	0
Cc1nc(-c2ccc(Cl)cc2)sc1C1(C)CC(c2ccc(F)cc2)=NO1 (centres undefined)	7	2	0	-13	4	-2	-2	-1	-9	-2
COc1ccc(/C=N/NC(=O)c2cc3c(ccc4ccccc43)o2)cc1OC	5	0	4	-15	-5	-1	-1	10	-47	0
CCCCNc1cccc2c1S(=O)(=O)N(CCCC)CC(COCc1ccccc1)O2 (centres undefined)	0	1	3	2	0	1	-1	7	4	7
CCOc1ccc(/C=N/NC(=O)C(C)Sc2ccccn2)cc1OCC (centres undefined)	-10	6	-2	-13	-2	1	1	-2	2	7
COc1cccc(CNC(=O)COC(=O)c2cccc(S(=O)(=O)N3CCCC3)c2)c1	-12	1	-5	0	-6	-3	1	4	0	-3
O=C(NC1CCSc2ccccc21)c1cc([N+](=O)[O-])ccc1N1CCOCC1 (centres undefined)	18	-2	0	12	0	14*	1	7	-2	0

Three entries drawn at random from the list so far, as already listed:
SMILES	TDP2 absorb	MBD2 DNA inh	rCAG binder	ABHD4 inh	TCR-CD3 inh	LEDGF integ inh	PRMT1 inh	SIAE inh	HTRA1 inh	NPR2 activator
C=CCNc1nc(C)nc(OC)n1	5	2	-3	1	-3	-1	2	-5	-1	2
Cc1nc(-c2ccc(Cl)cc2)sc1C1(C)CC(c2ccc(F)cc2)=NO1 (centres undefined)	7	2	0	-13	4	-2	-2	-1	-9	-2
O=C(O)CC(CC(=O)NCC(O)c1ccccc1)c1ccccc1 (centres undefined)	2	-5	0	7	5	0	-4	1	1	0

(further entries)
SMILES	TDP2 absorb	MBD2 DNA inh	rCAG binder	ABHD4 inh	TCR-CD3 inh	LEDGF integ inh	PRMT1 inh	SIAE inh	HTRA1 inh	NPR2 activator
CCc1ccc(C2CC(c3ccc(Cl)cc3)=NNC2=O)cc1 (centres undefined)	2	2	-4	-11	6	0	2	-5	-25	3
CCOC(=O)COc1nc(-c2ccc(C)cc2)cc(-c2ccco2)c1C#N	13	3	2	3	-3	3	2	7	-3	-13
N#CC[C@H](Cc1ccccc1)N1CC[C@@H](O)CCC1=O	-1	-1	0	-1	0	4	-3	4	-10	2
CC(C)c1nc2oc3c(N(C)CCO)ncnc3c2c2c1CCC2	-7	3	-7	4	-2	-2	1	-5	4	5
O=C(N=C1SC2CS(=O)(=O)CC2N1c1ccccc1)C1CCCCC1 (centres undefined)	11	-3	-4	-1	10	1	-2	-1	0	-4
CCCCn1cnc2c(c(-c3ccccc3)c(-c3ccccc3)n2Cc2ccco2)c1=N	-17	0	18	10	-10	-5	4	4	·	-28
CCCc1c(C(=O)N/N=C/c2ccc(C)o2)nnn1-c1nonc1N	-4	1	3	2	-12	-1	2	0	-8	-5
CCC(C)(C)n1nnnc1C(C(C)C)N1CCSCC1 (centres undefined)	-1	5	-5	1	2	-4	-2	2	-11	3
CCC(=O)NNc1cccc(Cl)n1	-14	7	1	-10	-3	2	2	-4	3	2
CC1CCCC(C)N1CCNC(=O)C1CCN(S(=O)(=O)N2CCCCC2)CC1 (centres undefined)	3	3	-6	2	-1	-1	1	-1	4	10
COc1ccc(C(C)=O)cc1COC(=O)c1ccc(N)c([N+](=O)[O-])c1	-2	-2	6	-8	1	1	3	-19	-18	-2
O=S(=O)(NCCS(=O)(=O)N1CCN(c2ccc(F)cc2)CC1)c1ccc(F)cc1	-17	-1	1	-12	6	3	-4	-10	5	-1
Cc1nc(C(C)(C)O)n(-c2ccccc2)n1	-2	-4	0	-6	5	-3	2	4	4	-1
Cc1ccc(NC(=O)CN(C)C(=O)COc2cccc3ccc(C)nc23)cc1	-15	-1	1	-8	1	7	-7	-14	3	-1
CC(C)CN1CCC(=O)N([C@H](CSc2ccc(Br)cc2)c2ccccc2)CC1	-12	0	0	-8	-11	-2	11	-3	-11	-1
Cc1cccc(N2C(=O)CSC2c2cccnc2)c1 (centres undefined)	-26	3	2	-5	-9	0	7	5	13	2
